High-throughput results as filed in PubChem.
Nrf2 ARE act = qHTS of Nrf2 Activators; 410,000 compounds, 0.31% hits; AREc32 ARE-luciferase reporter (MCF7-derived line), luminescence, 24 h; Potency, µM (top dose mostly 46.1 µM), for inactives: top-dose activation, usual class: activators; AID 624171, 2012; also: potency is read from the fitted curve at half-maximal effect; % of control where 0% means no effect; nearly all actives have a fitted effect of over 65% in size
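Luminescent ARE reporter assay in AREc32_Fluc cells: overnight plating at 37 deg C, 24 hr compound incubation, Steady-Glo added, 30 min RT before reading.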
Mm-Cpn inhibitor = Inhibitors of TCP-1 ring complex (TRiC) of Methanococcus maripaludis (MmCpn): qHTS; Chaperonin Mm-Cpn (Methanococcus maripaludis); purified Mm-Cpn ATPase, ADP Transcreener TR-FRET; Potency, µM (series often up to 76.9 µM), for inactives: top-dose activity, negative = inhibition, usual class: inhibitors; 330,000 compounds, 0.031% hits; AID 504842, 2011; also: potency is read from the fitted curve at half-maximal effect; % is scaled to controls: 0 for no effect and ±100 for the full control effect; nearly all actives have a fitted effect of over 80% in size
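Compound-treated chaperonin, 25 nM final, turns over 10 uM ATP at 37°C for 30 min following a 10 min preincubation; ADP generated competes with ADP-d2 for Eu-cryptate antibody, lowering FRET.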
Nrf2 inh = Nrf2 qHTS screen for inhibitors; A549 ARE-Fluc reporter, luciferase luminescence, 18-24 h; Potency, µM (top dose mostly 46 µM), without a hit: at the highest dose activity change, negative = inhibition, usual class: inhibitors; 360,000 compounds, 2.1% hits; also: potency is read from the fitted curve at half-maximal effect; % is scaled to controls: 0 for no effect and ±100 for the full control effect; nearly all actives have a fitted effect of over 60% in size
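Two sequential reads on A549 ARE_Fluc cells exposed to compound for 18-24 h: a CellTiter-Fluor fluorescence read for viability, then a luciferase luminescence read for Nrf2/ARE activity.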
HepG2 tox = qHTS for Inhibitors of TGF-b: Cytotox Counterscreen | HepG2 CAGA-GFP viability, ATP luminescence, 18 h | Potency, µM (top dose mostly 46.1 µM), for inactives: top-dose activity change, negative = cytotoxicity, usual class: cytotoxic | 410,000 compounds, 0.76% hits | AID 588856, 2011; also: potency is read from the fitted curve at half-maximal effect; some results filed as inactive show a strong effect at the top dose
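HepG2 CAGA-GFP cells (1000/well, DMEM with 1% FBS) received compound, then TGF-beta at 500 pg/mL final, and were incubated 18 hours at 37 degrees C. Viability was read by CellTiter-Glo luminescence. Media-only wells were set as complete cell-killing and DMSO as no toxicity.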
pAkt inh = HTS Assay for Inhibitors of Akt Phophorylation: Primary Screen; Neuro2A IGF-stimulated pAkt S473 HTRF, 20 min; stronger effect = lower value; activity change, % for hits at 50 µM; 360,000 compounds, 0.32% hits; AID 651550, 2012; in the data active = activity change below about -80%; inconclusive = mostly about -51% to -80%; also: % is scaled to controls: 0 for no effect and ±100 for the full control effect
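Neuro2A cells in DMEM with 0.5% FBS, overnight at 37 deg C, given compound at single 50 µM final, then IGF (6 nM final) for 20 min at 37 deg C. Lysed; phospho-Akt Ser473 by HTRF after 24 h, 665/615 ratio.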
CCT chaperon mod = High-Throughput Screening for Modulators of Cytosolic Chaperonin Activity; purified chaperonin ATPase assay, HTRF ADP detection, 30 min; activity change, % (test concentration not listed), hits read low; 360,000 compounds, 0.3% hits; AID 651819, 2012; in the data active = activity change below about -30%; also: % is scaled to controls: 0 for no effect and ±100 for the full control effect
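ATPase activity: ADP formed was measured by HTRF Transcreener (665/615 nm ratio) after 30 min at 37 deg C with 10 uM ATP. Compounds screened at one 76 uM concentration against 40 or 20 nM TRiC in Tris pH 7.4/KCl/MgCl2/DTT buffer.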
TGFb inhibitor = qHTS for Inhibitors of TGF-b; 410,000 compounds, 1.2% hits; HepG2 CAGA-GFP TGF-b/SMAD3 reporter, GFP fluorescence, 18 h; TGF-beta stimulated, 500 pg/mL final; Potency, µM (top dose mostly 46.1 µM), for inactives: at the top dose activity, negative = inhibition, most hits filed as inhibitors; also: potency is read from the fitted curve at half-maximal effect; % is scaled to controls: 0 for no effect and ±100 for the full control effect; nearly all actives have a fitted effect of over 65% in size
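Smad-responsive CAGA-GFP expression was quantified in HEPG2 cells exposed to compounds and 500 pg/mL final TGF-beta for 18 h at 37 degrees C; unstimulated wells defined full inhibition.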
A549 viability = Nrf2 qHTS screen for inhibitors: counterscreen for cytotoxicity; A549 ARE-Fluc cells, CellTiter-Fluor viability, 18-24 h; Potency, µM (top dose mostly 46 µM), without a hit: at the top dose activity change, negative = cytotoxicity, hits mostly inhibitors; 390,000 compounds, 0.16% hits; also: potency is read from the fitted curve at half-maximal effect; % is scaled to controls: 0 for no effect and ±100 for the full control effect
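A549 ARE-Fluc cells in 5% FBS OPTI-MEM, 5000 cells/well, rested 2 h then exposed to compounds in concentration-response for 18-24 h at 37 °C. Viability by CellTiter-Fluor fluorescence (Ex 405/Em 525) after 30 min; luciferase luminescence (BugLite, 15 min, RT) read afterwards.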
S2 tox = Viability Counterscreen for Primary qHTS for Inhibitors of ATXN expression; 400,000 compounds, 0.49% hits; Potency, µM (highest dose often 56.7 µM), most hits filed as cytotoxic; S2 cells (HEK-293 line with an ATXN2-luciferase reporter) viability, CellTiter-Fluor protease fluorescence, 24 h; AID 651635, 2014; also: potency is read from the fitted curve at half-maximal effect; nearly all actives have a fitted effect of over 40% in size
* = called active by the depositor; i = inactive; ? = inconclusive; · = no result given; & = joins results of further samples; [ ] = dose if it differs, or a comment. Unless noted, calls follow the shape of the dose curve; as a rule, active = well fitted curve in the direction sought with a large enough effect; inconclusive = small, poorly fitted or top-dose-only effect, or another doubt; inactive = no such curve, though single readings can be large; an effect the other way counts as inactive or inconclusive.

SMILES | Nrf2 ARE act | Mm-Cpn inhibitor | Nrf2 inh | HepG2 tox | pAkt inh | CCT chaperon mod | TGFb inhibitor | A549 viability | S2 tox
O=C1SC(SC(=Nc2ccccc2)Nc2ccccc2)C(=O)N1c1ccccc1 (stereo unspecified) | 2.3%&3.9% | 2% | ? | -1%&3% | i | -0.5&-1.6 | 32%&-14%[activator] | -6%&-4% | i
O=C(CCl)NC(Cc1ccccc1)C(=O)OCC(=O)c1ccc(-c2ccccc2)cc1 (stereo unspecified) | 6.0% | · | 7% | -61% | i | 1.0 | ? | -4% | 15µM*
COc1ccc2sc(SCCCS(=O)(=O)O)[n+](CCCS(=O)(=O)[O-])c2c1 | 0.2% | -2% | -2% | 3% | i | 1.1 | -18% | 0% | i
Cc1cc(C(=O)OCC(=O)Nc2cc(S(=O)(=O)N3CCOCC3)ccc2Cl)c(C)o1 | 6.5% | -11% | -8% | -15% | i | -0.4 | 2% | -2% | i
Cc1nc2ccccc2n1CC(O)COc1ccc(Br)cc1 (stereo unspecified) | 1.5% | -6% | ? | -24% | i | -1.2 | -29% | 8% | i
Nc1cc(=O)[nH]c(=O)n1CCc1ccccc1 | -0.2% | 1% | 0% | 3% | i | -0.8 | -9% | 8% | i
O=C(NCc1ccc(F)cc1)c1cc(C2CCCN(C(=O)C3CCCCC3)C2)on1 (stereo unspecified) | 3.8% | · | · | 0% | i | 0.7 | -4% | · | i
COc1ccc(Nc2nnc(-c3ccc(C)cc3)c3ccccc23)cc1C(=O)N1CCCCC1 | 2.1% | 0% | -9% | -21% | i | -2.2 | 16µM* | ? | ?
COC(=O)[C@]12CCCCC=C1N(Cc1ccc(Cl)cc1Cl)C(=O)[C@H](CC(=O)N1CCOCC1)C2 | 0.6% | · | · | · | i | -0.3 | · | · | i
CC(C)CN(CCCNC(=O)CN1C(=O)COc2ccc(S(=O)(=O)N3CCC(C)CC3)cc21)CC(C)C | -0.7% | 0% | 2% | 1% | i | -3.2 | 3% | 1% | i
Fc1cccc(Cl)c1CNCCCSc1ncccn1 | 0.3% | -1% | 13% | -16% | i | -1.1 | -8% | 1% | i
O=C(C[n+]1cc(Br)cc(Br)c1)c1ccc(Cl)cc1 | 5.9% | -4% | ? | 4% | i | -2.7 | 5% | 0% | i

One compound at a time (already shown). Screens in order: Nrf2 ARE act | Mm-Cpn inhibitor | Nrf2 inh | HepG2 tox | pAkt inh | CCT chaperon mod | TGFb inhibitor | A549 viability | S2 tox
Nc1cc(=O)[nH]c(=O)n1CCc1ccccc1 is listed with -0.2% | 1% | 0% | 3% | i | -0.8 | -9% | 8% | i
Cc1cc(C(=O)OCC(=O)Nc2cc(S(=O)(=O)N3CCOCC3)ccc2Cl)c(C)o1 is listed with 6.5% | -11% | -8% | -15% | i | -0.4 | 2% | -2% | i

Continuation:
SMILES | Nrf2 ARE act | Mm-Cpn inhibitor | Nrf2 inh | HepG2 tox | pAkt inh | CCT chaperon mod | TGFb inhibitor | A549 viability | S2 tox
Cc1ccc(OCCN2C(=O)OC(C)(C)C2(C)O)cc1 (stereo unspecified) | -0.4% | 1% | 2% | -1% | i | -6.2 | -9% | -2% | i
CCCNC(=O)c1noc2c1CCc1ccccc1-2 | 6.4% | 2% | ? | -4% | i | -0.4 | -6% | 1% | i
CN(C)C(=O)COC(=O)c1ccccc1Nc1ccc(SC(F)F)cc1 | 5.0% | -2% | ? | -24% | i | -13 | 2% | -9% | i
CCOc1ncccc1C(=O)OCC(=O)c1ccc(Cl)s1 | 2.2% | 1% | 10% | -19% | i | -4.2 | -5% | 2% | i
Cc1onc(-c2ccccc2)c1C(=O)N/N=C(\N)COc1ccc(Cl)cc1 | 0.4% | 0% | ? | 1% | i | -1.0 | -4% | -18% | i
COc1ccc(NC(=O)CCN=C2NS(=O)(=O)c3ccccc32)cc1S(=O)(=O)N(C)C | -0.4% | 0% | -30% | -1% | i | -0.9 | 6% | 1% | i
N#Cc1c(/N=C/c2cc3ccccc3s2)sc2c1CCC2 | -0.8% | -1% | ? | -29% | i | -14 | -4% | 3% | i
CCC(C(=O)NCc1ccccc1OC)c1ccccc1 (stereo unspecified) | -1.0% | -5% | -6% | -16% | i | -1.6 | 1% | 11% | i
O=C(Cn1ccc(NC(=O)OCc2ccccc2)nc1=O)NCCCc1ccccc1 | -0.3% | 2% | 1% | -35% | i | -1.4 | -7% | 17% | ?
CC(=O)NC1=NN(C(C)=O)C(c2ccccn2)S1 (stereo unspecified) | -0.5% | -1% | 18% | -8% | i | -3.2 | 0% | -2% | i
CCCn1c(SCCc2ccccc2)nc2c1c(=O)[nH]c(=O)n2C | 0.2% | 0% | · | 0% | i | 1.3 | 7% | -2% | i
COc1ccc(C(=O)NNC(=O)C2(C)CC2(Br)Br)cc1 (stereo unspecified) | -0.2% | -2% | 16% | -2% | i | 0.2 | -8% | 8% | i
Cc1ccc(C(=O)N2CCN(c3ccc(NC(=O)CSc4ccc(Cl)cc4)cc3)CC2)cc1 | -0.2% | 0% | -3% | -6% | i | 3.1 | 2% | 0% | i
O=C(CNCCC1=CCCCC1)Nc1ccccc1N1CCCCC1 | 2.0% | 1% | · | -23% | i | -1.8 | ? | -1% | i
CC1(C)C(=O)Nc2ccccc2N1C(=O)COC(=O)c1cccnc1 | 0.3% | 1% | 3% | 18% | i | -0.2 | 2% | 0% | i
COc1ccc(/C=N/NC(=S)NCCc2ccccc2)cc1 | 8.7% | 2% | -29% | -64% | i | -2.9 | ? | 6% | i
COc1ccc(/C=N/NC(=O)CNC(=O)c2ccc(S(=O)(=O)N3CCCC3)cc2)c(OC)c1 | -0.8% | -5% | 1% | 0% | i | -2.1 | -2% | 15% | i
CCCC(=O)N(c1ccc2oc(-c3ccccc3)c(C(=O)OCC)c2c1)S(=O)(=O)c1ccc(C)cc1 | 3.3% | · | 9% | -1% | · | · | -21% | -1% | ·
COc1nnc(-c2ccc(N3CCOCC3)c(NC(=O)C3CCCCC3)c2)c2ccccc12 | -0.2% | 0% | -10% | 0% | i | -3.1 | 6% | -8% | i
Cc1cc(C)n(C(=O)c2ccc(S(=O)(=O)N3CCCC3)cc2)n1 | -0.2% | 0% | · | 14% | i | -3.2 | 25% | 0% | i
COc1cccc(CNc2ncc(C(=O)Nc3cc(OC)c(OC)c(OC)c3)c(C)n2)c1 | -0.6% | 0% | -13% | -11% | i | -1.6 | -1% | -15% | i
Cc1ccccc1C1CC(c2cccs2)=NN1S(C)(=O)=O (stereo unspecified) | -0.4% | -3% | -7% | -4% | i | -0.2 | -7% | 4% | i
CCCC(C(=O)Nc1ccc2c(C)cc(=O)oc2c1)c1ccccc1 (stereo unspecified) | -0.4% | 1% | -4% | 14% | i | -1.9 | -1% | 0% | i
COc1ccc(/C=C(\NC(=O)c2ccc(C)cc2)C(=O)Nc2ccc(C(=O)O)cc2)cc1 | 2.2% | 1% | ? | -5% | i | -0.8 | -1% | 1% | i
O=C(COC(=O)Cn1[nH]c(=O)c2ccccc2c1=O)NNC(=O)c1ccc(Br)cc1 | -0.4% | 2% | 1% | -2% | i | 0.6 | 0% | -6% | i
Cc1cc(C)cc(NC(=O)COc2coc(CN3CCc4ccccc4C3)cc2=O)c1 | 4.4% | -1% | ? | -25% | i | -1.6 | 0% | 0% | i
COC(=O)c1cccnc1-n1c(=O)c2cccnc2n(Cc2cccc([N+](=O)[O-])c2)c1=O | -0.3% | 0% | 0% | -55% | i | -0.8 | 5% | 7% | i
COc1ccc(C(=O)NCc2ccc(-c3nc4ccccc4s3)cc2)cc1OC | 0.4% | -8% | 18% | -76% | i | 1.7 | -16% | 2% | i
CCC1(c2ccccc2)NC(=O)N(Cc2cccc([N+](=O)[O-])c2)C1=O (stereo unspecified) | 3.8% | 0% | 24% | 5% | i | 0.1 | -16% | 3% | i
CSc1nc(Oc2cccc(C(F)(F)F)c2)cc(C(F)(F)F)n1 | 2.2% | ? | 12% | 3% | i | 0.4 | 6% | -1% | i
CCCOC(=O)CCCCC1SCC(NC(=O)OC)C1NC(=O)OC (stereo unspecified) | 0.0% | -1% | 3% | -6% | i | -0.7 | -8% | -5% | i
CCOc1ccccc1NC(=O)CCc1c(C)nn(-c2ccc(N3CCCCC3)nn2)c1C | -0.4%&3.8% | -3% | -1%&-16% | 12%&-7% | i | -3.4 | ? | -4%&0% | i
CCOC(=O)C1=C(C)N=C2c3ccccc3C(=O)C2C1c1ccccc1 (stereo unspecified) | 0.3% | -8% | 4% | -3% | i | 0.4 | -1% | -13% | i
COc1ccc(NC(=O)CN2C(=O)CSc3ccc(S(=O)(=O)N(C)C)cc32)cc1OC | 0.8% | · | · | -22% | · | · | -8% | 12% | i
CC(C)Oc1ccc(/C(O)=C2/C(=O)C(=O)N(CCCn3ccnc3)C2c2cccnc2)cc1 (stereo unspecified) | -0.4% | 1% | 13% | 14% | i | 0.6 | -5% | -1% | i
N#Cc1ccccc1OCC(=O)NCCNC(=O)COc1ccccc1C#N | 0.1% | -2% | 5% | 7% | i | -1.0 | -2% | -6% | i
c1ccc2c(c1)ncn2-c1ccc(-c2ccnc3ncnn23)cc1 | 4.5% | ? | -32% | -24% | i | -0.8 | ? | -1% | i
